# Eya2 phos inh: blocks the phosphatase activity of human Eya2; O00167; recombinant Eya2, OMFP fluorescence dephosphorylation (OMFP is methylfluorescein phosphate); Potency, µM (titrated, usually from 76.9 µM), for inactives: at the highest dose activity, negative = inhibition, usual class: inhibitors; actives 0.006% (n = 330,000); AID 488837; further: potency means the concentration at half of the fitted maximal effect; on the % scale 0 is the no-effect control and ±100 the full control effect
#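 Eya2 (0.2 uM) preincubated 10 min at ambient with compound, then OMFP substrate added at 50 uM; 10 min reaction in 50 mM HEPES pH 7.5, 50 mM NaCl, 5 uM MgCl2, 0.05% BSA, 1 mM DTT. Fluorescence read at Ex 485/Em 525 nm.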
# USP2a inh: inhibitors of human ubiquitin-specific protease USP2a; actives 0.01% (n = 330,000); AID 463254; Potency, µM (series often up to 38.3 µM), for the others: top-dose activity change, negative = inhibition, hits mostly inhibitors; USP2 core, Ub-CHOP2 coupled fluorogenic reporter, 485/531;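 further: potency means the concentration at half of the fitted maximal effect; plate controls were DMSO wells for no effect and full inhibition by NEM control for full effect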
#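 USP2 core (10nM final) preincubated 30min RT with compound in 20mM Tris-HCl pH 8.0, 2mM CaCl2, 2mM beta-mercaptoethanol, 0.05% CHAPS; 25nM Ub-CHOP2 plus 25nM reporter substrate added, fluorescence (Ex485/Em531) read after 60min.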
# B2AR arrestin: agonists driving beta-arrestin recruitment to human beta2-adrenergic receptor; P07550; actives 0.02% (n = 330,000); beta-arrestin recruitment to beta2AR, cell-based reporter; AID 492947; Potency, µM (titrated, usually from 46.1 µM), for the others: top-dose activation, actives largely listed as activators;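 further: potency means the concentration at half of the fitted maximal effect; 0% = DMSO controls and full agonism = EC100 isoproterenol or metaproterenol; nearly all actives have a fitted effect of over 65% in size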
# Target sequence (P07550 whole entry, looked up): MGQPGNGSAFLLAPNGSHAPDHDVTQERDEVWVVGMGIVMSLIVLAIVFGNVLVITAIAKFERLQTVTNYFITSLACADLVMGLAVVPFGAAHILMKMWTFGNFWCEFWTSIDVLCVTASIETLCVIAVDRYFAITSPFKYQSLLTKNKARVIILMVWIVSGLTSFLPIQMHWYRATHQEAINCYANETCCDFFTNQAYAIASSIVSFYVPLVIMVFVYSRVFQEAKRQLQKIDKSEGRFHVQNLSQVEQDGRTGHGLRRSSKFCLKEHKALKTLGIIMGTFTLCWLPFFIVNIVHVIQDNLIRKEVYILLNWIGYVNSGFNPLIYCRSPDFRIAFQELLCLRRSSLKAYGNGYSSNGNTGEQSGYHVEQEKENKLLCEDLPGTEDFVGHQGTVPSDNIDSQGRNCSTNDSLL
# a7 integrin act: integrin-mediated muscular dystrophy alleviation activation. alpha7betagal myoblasts, beta-gal FDG fluorescence, 48 h. Potency, µM (doses to about 38.3 µM), for inactives: at the highest dose activation, usual class: activators. actives 0.064% (n = 350,000). AID 624291;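 further: potency means the concentration at half of the fitted maximal effect; 100% = response of the positive control SU9516; nearly all actives have a fitted effect of over 60% in size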
#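 Alpha7betagal+/- myoblasts (passage 13) were plated 16-24 hr, then exposed to compounds (1:260 dilution of DMSO stock) for 48 hours at 37C. After MPER lysis, β-galactosidase reporter activity was read as FDG fluorescence (ex 480/em 540) after 30 minutes.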
# S-ASM inh: human S-ASM enzyme inhibition | placental ASM, HMU-PC fluorogenic substrate, 60 min | Potency, µM (highest dose often 57.5 µM), for the others: top-dose activity change, negative = inhibition, actives largely listed as inhibitors | actives 0.006% (n = 340,000) | P17405; further: potency means the concentration at half of the fitted maximal effect
# Target sequence (P17405 47-631 limits assumed): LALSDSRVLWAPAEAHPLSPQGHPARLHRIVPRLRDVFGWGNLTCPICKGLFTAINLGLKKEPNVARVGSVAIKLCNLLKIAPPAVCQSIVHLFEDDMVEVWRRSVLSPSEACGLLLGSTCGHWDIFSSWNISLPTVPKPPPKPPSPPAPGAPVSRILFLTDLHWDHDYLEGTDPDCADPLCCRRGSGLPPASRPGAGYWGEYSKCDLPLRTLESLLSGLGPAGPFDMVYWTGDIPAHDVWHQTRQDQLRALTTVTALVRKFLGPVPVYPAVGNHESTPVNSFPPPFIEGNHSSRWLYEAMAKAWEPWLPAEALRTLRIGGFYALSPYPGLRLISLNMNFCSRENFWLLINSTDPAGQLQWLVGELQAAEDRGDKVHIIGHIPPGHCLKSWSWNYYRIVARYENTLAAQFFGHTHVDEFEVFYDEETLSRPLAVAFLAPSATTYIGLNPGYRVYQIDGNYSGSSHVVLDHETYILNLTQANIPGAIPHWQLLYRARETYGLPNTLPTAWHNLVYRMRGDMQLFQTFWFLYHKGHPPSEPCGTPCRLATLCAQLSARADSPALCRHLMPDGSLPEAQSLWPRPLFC
#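 Human placenta-derived ASM preincubated with compound 10 min at room temperature, then reacted with 9 uM (final) fluorogenic HMU-PC substrate for 60 min at 37 C. Stop solution raises pH to 10; fluorescence read at Ex 386/Em 447 nm.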
# BRCA1 expr act: activators of BRCA1 expression; MCF7-BRCA1-FFLuc reporter, luminescence, 48 h; response scale: scaled: vehicle 0%, 10 µM genistein 100%; Potency, µM (highest dose often 46.1 µM), without a hit: at the top dose activation, usual class: activators; actives 1.1% (n = 380,000); AID 624202; further: potency means the concentration at half of the fitted maximal effect; nearly all actives have a fitted effect of over 80% in size; some results filed as inactive show a strong effect at the top dose
#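 Reporter cells (MCF7, BRCA1 promoter-firefly luciferase) received library compounds across a concentration series for 48 h. End-point luminescence was measured and concentration-effect curves derived after normalization.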
# TRPV1 agonist: activates the human vanilloid receptor TRPV1; Q8NER1; TRPV1-expressing cells, Fluo-8 calcium influx, agonist mode; activation, % at 8.33 µM; actives 0.19% (n = 320,000); AID 540275; in the data active means activation above about 80%; inconclusive means between about 30% and that limit; further: 0% is about no effect
#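 TRPV1-expressing cells were cultured overnight at 35.5C and loaded with Fluo-8 calcium dye for 40 to 90 min at room temperature. After a 10 s baseline, compound was added and calcium influx was read kinetically for 3 min (ex 480/em 520 nm).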
# p53 reactivation: restores transcriptional activity of mutant p53. H1299 p53-A138V BP100-luciferase reporter, luminescence, 24 h. Potency, µM (titrated, usually from 92.2 µM), inactives show at the highest dose activity change, positive = activation, most hits filed as activators. actives 0.063% (n = 320,000); further: potency means the concentration at half of the fitted maximal effect; % of control where 0% means no effect; nearly all actives have a fitted effect of over 45% in size
#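 p53-null H1299 cells stably carrying temperature-sensitive p53-A138V and a BP100-luciferase reporter were pinned with compounds (4-point, 1:5 series) and held 24 hrs at 37 deg C. Luminescence was read 10 min after detection reagent.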
# uPA generation: inhibitors of cell surface uPA generation. actives 0.31% (n = 330,000). Potency, µM (top dose mostly 38.3 µM), inactives show at the highest dose activity change, negative = inhibition, actives largely listed as inhibitors. cell surface uPA generation assay, qHTS; active means well fitted inhibition curve with a large enough effect; inconclusive means small, poorly fitted or top-dose-only effect; inactive means no such curve, though single readings can be large or run the other way; tested in mouse RAW 264.7 cells; further: potency means the concentration at half of the fitted maximal effect; on the % scale 0 is the no-effect control and ±100 the full control effect; nearly all actives have a fitted effect of over 55% in size
# ELG1 genotox: induces genotoxicity in HEK293T cells with luciferase-tagged ELG1. Potency, µM (highest dose often 46 µM), without a hit: at the highest dose activity change, positive = activation, usual class: activators. HEK293T ELG1-luciferase reporter, luminescence, 16 h. actives 1.3% (n = 330,000). AID 504466; further: potency means the concentration at half of the fitted maximal effect; % of control where 0% means no effect; nearly all actives have a fitted effect of over 60% in size
#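 16 hr compound incubation (37 °C, 5% CO2) of HEK293T cells carrying luciferase-tagged ELG1; luciferase then measured by ONE-Glo luminescence after 30 min at RT.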
# TSG101-PTAP inh: blocks PTAP/TSG101 interaction to inhibit HIV-1 budding | Q99816 | Fluorescence polarization, FITC-PTAP peptide / Tsg101 binding | Potency, µM (titrated, usually from 115 µM), inactives show at the highest dose activity change, negative = inhibition, usual class: inhibitors | 340,000 tested, under 10 active; active means well fitted inhibition curve with a large enough effect in the main read-out, with a control signal flat, not every such curve was filed as active; inconclusive means small, poorly fitted or top-dose-only effect, or effect the other way, or a change in a side signal; inactive means no such curve, though single readings can be large or run the other way; further: potency means the concentration at half of the fitted maximal effect; % of control where 0% means no effect
#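 Steps: Tsg101 binding domain dispensed (10 uM final), compounds pinned in DMSO, FITC-labeled PTAP-motif peptide added (50 nM final); after 20 min binding at room temperature, polarization measured.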
# * = called active by the depositor; ? = inconclusive; . = not tested or not shown; & = joins results of further samples; [ ] = dose if it differs, or a comment. Unless noted, the call rests on the fitted dose curve; in most records, active means well fitted curve in the direction sought with a large enough effect; inconclusive means small, poorly fitted or top-dose-only effect, or another doubt; inactive means no such curve, though single readings can be large; an effect the other way counts as inactive or inconclusive.
SMILES,Eya2 phos inh,USP2a inh,B2AR arrestin,a7 integrin act,S-ASM inh,BRCA1 expr act,TRPV1 agonist,p53 reactivation,uPA generation,ELG1 genotox,TSG101-PTAP inh
Cc1ccc(-n2c(-c3cnccn3)n[nH]c2=S)cc1,5%,0%,-0.1%,-13%,3%,0%,2,12%,2%,-3%,2%
Cc1ccccc1Nc1nnc(SCC(=O)c2cc3ccccc3o2)s1,-3%,3%,0.2%,-11%,-11%,-55%,1,-5%,4%,-2%,2%
CC(=O)CC(C)(C)Nc1nc2ccc([N+](=O)[O-])cc2o1,-22%,-1%,-0.5%,-31%[inhibitor],-5%,5%,-1,2%,0%,-1%,-1%
COc1cccc(C(=O)NNC(=O)/C=C/c2ccccc2)c1,8%,1%,-0.2%,-9%,-1%,-3%,0,7%,1%,3%,0%
c1ccc(-[n+]2nc(Nc3cccc4ccccc34)sc2-c2c3ccccc3cc3ccccc23)cc1,-16%,-6%,-0.1%,-43%,?,-72%,4,1%,?,-10%,-4%
COc1ccccc1OCCNC(=O)Nc1cc(F)c(F)cc1Cl,2%,1%,-0.8%,-13%,-1%,-3%,21,-5%,11%,-1%,-1%
COc1ccccc1/C=N/NC(=O)c1ccc(Cn2nc([N+](=O)[O-])cc2C)cc1,-5%,0%,0.1%,16%,-6%,-6%,1,6%,-4%,3%,-1%
OCCn1c(-c2ccccc2)csc1=Nc1ccccc1,-7%,-1%,-0.4%,-11%,-2%,2%,6,?,-2%,15%,-6%
Cn1c(=O)[nH]c(=O)c2c1nc(CN1CCOCC1)n2Cc1ccc(F)cc1,-9%,2%,0.1%,0%,3%,1%,1,-11%,1%,5%,-1%
COc1ccccc1CNC(=O)CSc1nc(C)cs1,-1%,3%,0.0%,0%,7%,-11%,1,1%,-6%,1%,-3%
COc1cc(CNc2ncn[nH]2)ccc1OCC(=O)NC(C)(C)C,0%,6%,-0.8%,-16%,3%,3%,-5,-3%,-2%,2%,0%
COc1cc2c(cc1OC)CN(C(=O)CNC(=O)c1ccc(OC(F)F)cc1)CC2,-11%,-1%,-0.3%,15%,-1%,10%,2,-4%,3%,-10%,-3%
N#CC1=C(N)Oc2cc(O)c(Cl)cc2C1c1ccccc1F (stereo not drawn),?,17%,0.0%,-9%,32%[activator],-2%,?,-5%,-15%,-4%,?
CCO/N=C/C1=C(O)C(C(=O)OC)C(C)(C)CC1=O (stereo not drawn),13%,3%,-0.1%,-21%,2%,-15%,0,-1%,0%,0%,-5%
O=C(Nc1cccnc1)C1(F)C(F)(F)C(F)(F)C(F)(F)C(F)(F)C1(F)F,-1%,4%,-0.9%,-34%[inhibitor],-6%,-44%,?,1%,-1%,0%,-7%
COc1ccccc1NS(=O)(=O)c1ccc(C(=O)NCC(c2ccccc2OC)N2CCCC2)cc1 (stereo not drawn),.,.,.,-11%,0%,-29%,.,.,?,.,-8%
COC(=O)c1ccc(C(=O)OC)c(NC(=O)CSc2nc(-c3ccco3)cc(C(F)(F)F)n2)c1,.,.,.,6%,17%,-6%,.,.,3%,.,-2%
COc1ccccc1-c1cc(C(F)(F)F)nc(S(=O)(=O)CCCC(=O)NC(C)C)n1,?,0%,0.3%,-58%[inhibitor],43%[activator],-100%,0,-9%,-13%,-6%,-6%
O=c1cc(N2CCN(c3ccccc3)CC2)[nH]c(=O)n1-c1ccccc1,-6%,0%,-0.1%,-5%,1%,0%,0,2%,12%,-1%,-9%
O=C(NCCN1CCOCC1)/C(=C\c1ccc(F)cc1)NC(=O)c1ccccc1,-11%,-1%,-0.1%,19%,9%,-6%,-2,4%,5%,0%,0%
N#Cc1ccccc1S(=O)(=O)N1CCN(C(=O)CN2C(=O)NC3(CCCC3)C2=O)CC1,-1%,0%,4.4%,5%,1%,-9%,3,3%,1%,0%,-4%
O=S(=O)(Nc1ccc(-n2cnnn2)cc1)c1cccs1,?,-3%,0.2%,17%,3%,7%,-3,0%,?,-4%,-2%
CCc1c(C)nc2nc(SCc3ccccc3)[nH]n2c1=O,1%,4%,-0.8%,6%,-5%,8%,4,-1%,-2%,3%,0%
CC(=O)NC(CCS(C)(=O)=O)C(=O)Nc1nc(C)cs1 (stereo not drawn),-33%,-1%,0.7%,?,4%,-4%,-1,9%,0%,4%,-4%

# Full records, looked up by structure. Screens in order: Eya2 phos inh, USP2a inh, B2AR arrestin, a7 integrin act, S-ASM inh, BRCA1 expr act, TRPV1 agonist, p53 reactivation, uPA generation, ELG1 genotox, TSG101-PTAP inh
# Profile of `N#CC1=C(N)Oc2cc(O)c(Cl)cc2C1c1ccccc1F` (stereo not drawn) → ?, 17%, 0.0%, -9%, 32%[activator], -2%, ?, -5%, -15%, -4%, ?
# Profile of `O=C(NCCN1CCOCC1)/C(=C\c1ccc(F)cc1)NC(=O)c1ccccc1` → -11%, -1%, -0.1%, 19%, 9%, -6%, -2, 4%, 5%, 0%, 0%
# Profile of `N#Cc1ccccc1S(=O)(=O)N1CCN(C(=O)CN2C(=O)NC3(CCCC3)C2=O)CC1` → -1%, 0%, 4.4%, 5%, 1%, -9%, 3, 3%, 1%, 0%, -4%
# Profile of `O=S(=O)(Nc1ccc(-n2cnnn2)cc1)c1cccs1` → ?, -3%, 0.2%, 17%, 3%, 7%, -3, 0%, ?, -4%, -2%
# Profile of `CCc1c(C)nc2nc(SCc3ccccc3)[nH]n2c1=O` → 1%, 4%, -0.8%, 6%, -5%, 8%, 4, -1%, -2%, 3%, 0%

# (continued)
SMILES,Eya2 phos inh,USP2a inh,B2AR arrestin,a7 integrin act,S-ASM inh,BRCA1 expr act,TRPV1 agonist,p53 reactivation,uPA generation,ELG1 genotox,TSG101-PTAP inh
Cc1ccccc1-c1nnn(CC(=O)N(C)CC(=O)Nc2ccccc2C(F)(F)F)n1,6%,-1%,-0.5%,0%,3%,-17%,-4,-2%,-8%,7%,-5%
COC(=O)c1[nH]c(C)c(/C(O)=C2\C(=O)C(=O)N(CCN(C)C)C2c2ccc(C)o2)c1C (stereo not drawn),-2%,1%,0.0%,-16%,4%,-4%,1,-5%,-1%,2%,-6%
CN1CCC2(CC1)N=C(c1ccc(F)cc1)C(=S)N2C(=O)c1ccc(C(C)(C)C)cc1,-10%,1%,0.3%,-37%[inhibitor],-18%,-50%,3,21%,-2%,0%,-3%
COc1ccc(-n2c(=S)[nH]c3cc(C(=O)Nc4ccccc4OC)ccc3c2=O)c(OC)c1,-13%,0%,0.4%,31%,2%,-44%,5,-1%,-2%,-18%,-1%
COc1ccccc1-c1nnn(C/C(N)=N/O)n1,2%,-1%,0.2%,25%,4%,-22%,0,-7%,2%,0%,-1%
CC1CN(c2nc(Nc3ccccc3F)nc(N)c2[N+](=O)[O-])CC(C)O1 (stereo not drawn),5%,2%,0.5%,0%,-3%,-46%,6,-2%,-9%,3%,0%
O=C(Nc1cccc(Cl)c1)c1ccc(NCCCN2CCOCC2)c([N+](=O)[O-])c1,-8%,3%,-0.4%,-58%[inhibitor],-26%,-32%,9,-6%,-16%,3%,-7%
CSc1ccccc1OCc1cc(C(=O)N(C)Cc2cnccn2)no1,2%,-1%,-0.1%,21%,0%,?,13,10%,-2%,?,1%
Cc1nonc1CN(C)C(=O)CC1C(=O)NCCN1Cc1c(F)cccc1Cl (stereo not drawn),-3%,2%,0.3%,-46%[inhibitor],-1%,-14%,1,1%,4%,1%,-5%
Cc1nc2ccccc2n1CC(O)COc1ccc(Br)cc1 (stereo not drawn),-9%,3%,0.0%,-42%,4%,-36%,12,-3%,-4%,-4%,-7%
CN1CCc2ccccc2CC1=O,4%,2%,-0.6%,12%,4%,-7%,0,-6%,-3%,5%,-2%
C/C(CC(=O)Nc1ccc(F)cc1)=N\NC(=O)Cc1csc(N)n1,-9%,4%,-0.4%,21%,7%,0%,-1,-4%,-9%,-1%,1%
O=C(Nc1cc(Cl)ccc1N1CCOCC1)c1ccc2c(c1)OCCO2,-4%,1%,-0.2%,7%,4%,4%,13,-6%,2%,-1%,-4%
Cc1cc(C)cc(NC(=O)Cn2nnc(C(=O)NCc3ccccc3Cl)c2N)c1,-1%,1%,0.4%,-60%[inhibitor],4%,-3%&-4%,12&9,4%,-1%,1%,-1%
